PrPC TRFRET = inhibitors of human cell surface prion protein PrPC, primary screen, cell-based, TR-FRET. actives 0.43% (n = 370,000). Major prion protein (Homo sapiens), P04156. AID 720596, 2013. TR-FRET read-out. inhibition, % at 13.8 µM; in the data active means inhibition above about 24%; further: 0% = median of the test wells and 100% = reference compound wells
BH1578 lux ind = inducers of Vibrio cholerae quorum light production without autoinducers, primary screen, BH1578 luxS cqsA deficient, single point; V. cholerae BH1578 lux reporter, luminescence, 6 h; activation, % at 18.7 µM; actives 0.16% (n = 350,000); AID 588436, 2011; in the data active means activation mostly above about 9.7%, no sharp cut-off; inconclusive means no clear call, values can overlap the other calls; inactive means mostly below about 3.7%; further: not every result past the cut was called active; inactives centre near 0; reference of the scale not given here
TcdB inh = TcdB glycohydrolase inhibitors, primary screen, biochemical, single point, plate reader. Toxin B (Clostridioides difficile), P18177. TcdB glycohydrolase enzymatic assay. inhibition, % at 9.99 µM. actives 0.24% (n = 350,000). AID 652162, 2013; in the data active means inhibition above about 10%
Target sequence (P18177 whole entry, looked up): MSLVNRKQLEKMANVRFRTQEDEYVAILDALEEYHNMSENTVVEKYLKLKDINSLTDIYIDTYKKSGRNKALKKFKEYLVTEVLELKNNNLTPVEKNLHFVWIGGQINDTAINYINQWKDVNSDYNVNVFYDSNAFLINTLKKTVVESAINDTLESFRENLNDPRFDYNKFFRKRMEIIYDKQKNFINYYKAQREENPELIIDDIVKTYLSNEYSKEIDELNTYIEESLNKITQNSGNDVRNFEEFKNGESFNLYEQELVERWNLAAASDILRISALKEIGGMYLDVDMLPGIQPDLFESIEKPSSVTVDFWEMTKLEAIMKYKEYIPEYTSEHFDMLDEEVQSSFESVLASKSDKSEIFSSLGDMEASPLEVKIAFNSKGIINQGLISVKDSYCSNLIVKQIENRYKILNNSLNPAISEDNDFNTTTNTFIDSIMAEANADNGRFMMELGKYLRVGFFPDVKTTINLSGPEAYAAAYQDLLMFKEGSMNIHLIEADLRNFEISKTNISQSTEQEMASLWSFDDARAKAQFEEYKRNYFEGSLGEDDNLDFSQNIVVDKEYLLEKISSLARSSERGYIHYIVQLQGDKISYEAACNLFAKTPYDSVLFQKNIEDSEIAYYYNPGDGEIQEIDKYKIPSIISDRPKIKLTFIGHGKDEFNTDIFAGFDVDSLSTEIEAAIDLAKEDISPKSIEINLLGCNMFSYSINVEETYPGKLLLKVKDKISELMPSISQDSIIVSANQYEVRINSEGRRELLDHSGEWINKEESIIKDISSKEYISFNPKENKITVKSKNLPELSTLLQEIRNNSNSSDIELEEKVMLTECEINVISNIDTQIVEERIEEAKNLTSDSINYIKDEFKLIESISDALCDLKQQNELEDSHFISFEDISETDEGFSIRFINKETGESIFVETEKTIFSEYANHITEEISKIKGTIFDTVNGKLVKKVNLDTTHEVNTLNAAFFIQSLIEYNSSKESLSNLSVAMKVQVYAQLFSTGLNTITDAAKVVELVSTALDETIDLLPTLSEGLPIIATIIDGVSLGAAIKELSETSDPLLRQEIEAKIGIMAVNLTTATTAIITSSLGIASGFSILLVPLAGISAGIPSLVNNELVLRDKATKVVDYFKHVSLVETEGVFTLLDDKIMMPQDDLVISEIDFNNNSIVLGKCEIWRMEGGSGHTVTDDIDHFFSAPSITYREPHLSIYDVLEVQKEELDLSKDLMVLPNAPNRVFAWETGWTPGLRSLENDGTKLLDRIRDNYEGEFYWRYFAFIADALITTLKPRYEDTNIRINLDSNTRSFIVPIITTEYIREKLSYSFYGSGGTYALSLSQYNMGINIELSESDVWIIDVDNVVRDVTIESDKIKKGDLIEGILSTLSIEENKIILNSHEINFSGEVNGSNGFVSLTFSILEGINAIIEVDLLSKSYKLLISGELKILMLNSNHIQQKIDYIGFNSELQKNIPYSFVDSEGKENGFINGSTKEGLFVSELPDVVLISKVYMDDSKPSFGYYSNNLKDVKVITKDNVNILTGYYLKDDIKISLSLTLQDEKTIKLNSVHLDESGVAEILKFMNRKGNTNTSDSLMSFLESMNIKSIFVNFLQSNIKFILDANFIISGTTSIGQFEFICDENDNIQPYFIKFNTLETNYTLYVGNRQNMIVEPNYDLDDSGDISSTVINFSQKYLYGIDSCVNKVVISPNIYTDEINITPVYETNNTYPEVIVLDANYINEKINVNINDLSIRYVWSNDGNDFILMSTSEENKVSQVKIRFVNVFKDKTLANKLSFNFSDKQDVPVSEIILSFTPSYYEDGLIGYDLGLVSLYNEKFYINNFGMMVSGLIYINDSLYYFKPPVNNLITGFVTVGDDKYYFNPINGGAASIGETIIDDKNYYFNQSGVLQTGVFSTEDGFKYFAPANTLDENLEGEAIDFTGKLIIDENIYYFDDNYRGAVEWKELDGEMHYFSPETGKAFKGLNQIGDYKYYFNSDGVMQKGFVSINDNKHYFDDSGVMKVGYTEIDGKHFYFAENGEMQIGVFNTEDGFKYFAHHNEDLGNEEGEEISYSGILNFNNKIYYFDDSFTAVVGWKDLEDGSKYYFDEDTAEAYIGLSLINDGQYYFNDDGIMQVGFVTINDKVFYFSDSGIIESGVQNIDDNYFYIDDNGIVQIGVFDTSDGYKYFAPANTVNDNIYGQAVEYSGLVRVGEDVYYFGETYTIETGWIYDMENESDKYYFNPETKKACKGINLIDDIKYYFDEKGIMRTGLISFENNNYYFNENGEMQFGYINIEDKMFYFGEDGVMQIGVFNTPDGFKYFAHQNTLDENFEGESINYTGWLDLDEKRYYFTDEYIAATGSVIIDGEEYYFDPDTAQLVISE
3CLpro inhibitor = SARS-CoV 3CLpro protease inhibitors, primary screen, biochemical, quenched FRET; recombinant SARS-CoV 3CLpro, quenched FRET peptide cleavage; Replicase polyprotein 1ab (Severe acute respiratory syndrome coronavirus), P0C6X7; inhibition, % at 6 µM; actives 0.14% (n = 290,000); in the data active means inhibition above about 12%
Y pestis TopoI = Yersinia pestis topoisomerase I inhibitors, primary screen, biochemical, cleavage product accumulation, plate reader, single point | actives 0.064% (n = 360,000) | AID 504884, 2011 | Y. pestis Topo-I cleavage product accumulation | activity, % at 10 µM; in the data active means activity above about 50%, passing the limit was not always enough; inconclusive means no clear call, values can overlap the other calls; further: inactives centre near 2
BoNT A protease = BoNT/A light chain protease inhibitors, primary screen, biochemical, flow cytometry, MLPCN library. Botulinum neurotoxin type A light chain protease (Clostridium botulinum A str. ATCC 3502). multiplex microsphere protease substrate cleavage. inhibition, % at 10 µM. actives 0.17% (n = 360,000); further: plate controls were buffer without enzyme for full effect and enzyme alone for no effect
PfHsp40 yeast = rescue of yeast from PfHsp40 toxicity, primary screen, S. cerevisiae, ATP luminescence; S. cerevisiae expressing PfHsp40, growth rescue; growth rescue, % at 12.5 µM; actives 0.68% (n = 340,000); AID 504582, 2011; in the data active means growth rescue above about 28%, passing the limit was not always enough; inconclusive means no clear call, values can overlap the other calls;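 further: yeast W303a lacking pdr1 and pdr3 grown in galactose medium; growth measured after three days at 30 °C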
Anthrax LF inh2 = Bacillus anthracis LF protease inhibitors, primary screen, biochemical, multiplex microsphere, MLPCN library; multiplex microsphere protease cleavage assay; inhibition, % at 10 µM; actives 0.12% (n = 360,000); AID 588501, 2011; further: plate controls were buffer without enzyme for full effect and enzyme alone for no effect
PriA SSB inh = inhibitors of Klebsiella pneumoniae PriA binding to SSB C-terminal tail, primary screen, biochemical, AlphaScreen | PriA–SSB C-terminal tail interaction (Klebsiella pneumoniae) | AlphaScreen SSBct-PriA binding, biotinylated peptide | inhibition, % at 33 µM | actives 0.6% (n = 430,000) | AID 1272365, 2023; in the data active means inhibition mostly above about 37%, no sharp cut-off; inactive means mostly below about 20%;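 further: plate controls were negative control peptide for no effect and reference peptide for full effect; strong numbers were not always called active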
* hit, by the source's call; i = inactive; ? = inconclusive; . = not tested or not shown. Unless noted, no stated cut-off is given here; in the data, active means inhibition above about 30%; inconclusive means no clear call, values can overlap the other calls; inactive means below that. Only part of the results is shown (hit frequency here may not be typical).

SMILES | PrPC TRFRET | BH1578 lux ind | TcdB inh | 3CLpro inhibitor | Y pestis TopoI | BoNT A protease | PfHsp40 yeast | Anthrax LF inh2 | PriA SSB inh
Cc1cccc(C)c1NC(=S)NC(=O)CCc1ccccc1 | 0.8 | i | 2.4 | -0.9 | 0.6 | 0.2 | 11.2 | -1.5 | -4.0
COc1cccc(-c2ccc3c(c2)C2CC3CCN2C(=O)c2ccc(-c3ccccc3)cc2)c1 (stereo unspecified) | 8.4 | -1.1 | -0.6 | . | 9.1 | -0.6 | . | -13.4 | .
COCc1cc(CN2CCCC(C(=O)Nc3cccc(-n4cnnn4)c3)C2)ccc1OC (stereo unspecified) | 0.2 | -0.3 | 0.4 | -4.2 | -4.0 | 1.3 | 0.2 | 1.1 | .
CCN(CC(=O)NCc1cccs1)C(=O)CCOc1ccccc1C | -3.2 | -4.2 | 1.4 | -6.3 | 11.6 | -0.2 | -0.7 | 0.9 | -12.5
COC(=O)c1ccc(Nc2ncnc3sccc23)cc1 | 8.6 | -0.8 | 1.2 | -1.8 | 3.5 | 2.1 | -2.1 | -1.0 | -11.7
COc1ccc(-n2nc3c(c2NC(=O)c2ccc(S(=O)(=O)N4CCOCC4)cc2)CS(=O)C3)cc1 (stereo unspecified) | -1.6 | -0.3 | 1.0 | 3.5 | -0.9 | -0.1 | -1.3 | -0.9 | -9.6
O=C(O)/C=C\C(=O)N1CCc2ccccc21 | 5.2 | -0.3 | 1.1 | 0.0 | 3.0 | 0.5 | 0.6 | -3.2 | 12.1
CCOC(=O)c1cnc2ccc(OCC)cc2c1NCCCN1CCOCC1 | -3.1 | i | -6.0 | 0.2 | 28.8 | ? | 0.1 | -5.8 | 5.3
CCCn1c(C)cc(C(=O)CN2C(=O)c3cccc(N)c3C2=O)c1C | -2.4 | -0.3 | . | -5.9 | 13.6 | -1.3 | 0.0 | -0.4 | -7.5
CCOC(=O)[C@H]1[C@H]2COc3ccc(OC)cc3[C@@H]2N2C(=O)CN(Cc3ccc(Cl)cc3)C(=O)[C@@]12C | 0.5 | -0.4 | 1.8 | . | 6.7 | 0.2 | 1.0 | 0.3 | -10.1
CCCCCCCC(=O)OC(CN1CCCCCC1)CN1CCCC1=O (stereo unspecified) | 7.9 | -0.4 | -1.3 | 5.4 | 17.9 | -0.5 | 0.3 | -4.6 | -6.9
COc1ccc(C2/C=C\CN(C(=O)CC(C)(C)C)CC(=O)N2Cc2ccc(F)cc2)cc1 (stereo unspecified) | 2.6 | i | 0.9 | . | 32.7 | 0.4 | 1.0 | 2.6 | -7.2
CCc1cc[n+](C2=C([O-])c3ccccc3C(=O)/C2=N\S(=O)(=O)c2cccs2)cc1 | -67.5 | -2.1 | -1.0 | 1.9 | 1.0 | 5.3 | -0.3 | 3.8 | .
CCCC(NC(=O)c1ccco1)c1nc2ccccc2[nH]1 (stereo unspecified) | 4.8 | -3.4 | . | -6.8 | -7.7 | -1.3 | -0.1 | -4.8 | -11.9
Cc1cc(C)c2nc(-n3nc(C)cc3N)cc(C)c2c1 | 4.0 | -0.5 | 1.2 | 4.5 | 4.2 | 1.6 | 0.1 | 1.7 | -5.9
O=S(=O)(c1ccccc1C(F)(F)F)N1CCN(CC(O)COc2ccccc2F)CC1 (stereo unspecified) | -2.9 | i | 0.3 | 7.3 | 12.0 | -0.8 | -0.1 | 8.9 | -1.5
Cc1ccc(Cl)c2c1NC(=O)C2(O)CC(=O)c1ccc(Br)cc1 (stereo unspecified) | -33.9 | i | . | 1.9 | -1.1 | -0.1 | 1.2 | 3.2 | 3.5
Cc1[nH]c2ccccc2c1-c1csc(NC(=O)CSCCO)n1 | 6.7 | -0.4 | 6.7 | 0.1 | -26.1 | 0.1 | 0.3 | 1.3 | -18.8
COc1ccccc1NC(=O)Nc1ccccc1C#N | 6.7 | 0.7 | 0.2 | -8.4 | 4.4 | 1.3 | 1.1 | 14.6 | -13.4
O=C(CSc1nnc(-c2cccnc2)n1Cc1ccccc1)NCc1ccccc1 | -4.2 | i | . | 0.2 | 1.1 | . | -0.1 | . | -4.0
CCOC(=O)Cn1nc(C)cc1NC(=O)c1cc(OC)c(OC)c(OC)c1 | -0.6 | i | -0.8 | 0.4 | -1.1 | -2.2 | 2.9 | 3.5 | -8.7
CCOc1cc(/C=N/NC(=O)c2ccc(CN3CCOCC3)cc2)ccc1OC | -9.4 | 0.3 | 0.2 | 4.7 | 5.6 | 0.4 | -0.9 | -4.2 | .
O=C(Oc1c(Cl)cc(Cl)c2ccccc12)N1CCCCC1 | -14.7 | -0.5 | . | -0.1 | 19.2 | -0.1 | 1.5 | -2.5 | -36.9
O=C(NC(=S)N1CCN(c2ccccc2)CC1)c1ccccc1 | 1.5 | -0.4 | 2.2 | 0.4 | 7.3 | 1.0 | -0.6 | 2.2 | .
CC(C)CCNC(=O)C1CC(c2ccccc2[N+](=O)[O-])=NO1 (stereo unspecified) | -16.0 | i | -0.5 | . | 4.9 | -0.6 | -0.4 | -0.1 | -1.4

4 entries from above, arranged by SMILES length, ascending.
SMILES | PrPC TRFRET | BH1578 lux ind | TcdB inh | 3CLpro inhibitor | Y pestis TopoI | BoNT A protease | PfHsp40 yeast | Anthrax LF inh2 | PriA SSB inh
Cc1cc(C)c2nc(-n3nc(C)cc3N)cc(C)c2c1 | 4.0 | -0.5 | 1.2 | 4.5 | 4.2 | 1.6 | 0.1 | 1.7 | -5.9
CCOC(=O)c1cnc2ccc(OCC)cc2c1NCCCN1CCOCC1 | -3.1 | i | -6.0 | 0.2 | 28.8 | ? | 0.1 | -5.8 | 5.3
Cc1ccc(Cl)c2c1NC(=O)C2(O)CC(=O)c1ccc(Br)cc1 (stereo unspecified) | -33.9 | i | . | 1.9 | -1.1 | -0.1 | 1.2 | 3.2 | 3.5
COc1ccc(-n2nc3c(c2NC(=O)c2ccc(S(=O)(=O)N4CCOCC4)cc2)CS(=O)C3)cc1 (stereo unspecified) | -1.6 | -0.3 | 1.0 | 3.5 | -0.9 | -0.1 | -1.3 | -0.9 | -9.6

(list continues)
SMILES | PrPC TRFRET | BH1578 lux ind | TcdB inh | 3CLpro inhibitor | Y pestis TopoI | BoNT A protease | PfHsp40 yeast | Anthrax LF inh2 | PriA SSB inh
CCCCNC(=O)C1(C)CCCCN1C(=O)c1c(F)ccc(C)c1F (stereo unspecified) | 0.5 | 4.5 | 1.6 | . | -9.3 | 0.4 | . | 1.8 | .
CC1=C(C(=O)OC(C)C)C(c2cncc(-c3ccc(F)cc3)c2)C(C#N)=C(N)O1 (stereo unspecified) | -7.6 | -0.1 | . | 3.8 | -1.0 | 0.3 | 1.4 | 0.7 | 1.5
COc1ccc(NC(=O)c2sc(=O)n(Cc3ccccc3C#N)c2C)cc1OC | 8.1 | i | 1.7 | . | 11.9 | -0.9 | . | -11.9 | .
O=c1[nH]c(N/N=C\c2ccc(F)cc2)nc2ccccc12 | -5.0 | -0.2 | 1.4 | -1.0 | 11.3 | -0.3 | -2.7 | -1.0 | .
CC(=NCC1CCCO1)c1c(O)[nH]c(=O)[nH]c1=O (stereo unspecified) | -0.9 | i | . | 3.4 | 8.9 | -0.3 | -2.1 | -3.8 | -7.2
O=C1C(NS(=O)(=O)c2cccs2)=C(N2CCN(Cc3ccccc3)CC2)C(=O)c2ccccc21 | -38.9 | -0.5 | 1.3 | 2.7 | -1.0 | . | -0.5 | . | 17.2
Cc1nc(SCC(=O)NCc2ccco2)c2oc3ccccc3c2n1 | 1.1 | 1.5 | . | 2.4 | -11.4 | 0.3 | 0.9 | -3.2 | 9.5
CS(=O)(=O)NC1CCN(Cc2ccccc2)CC1 | -3.8 | -2.7 | -0.9 | 2.8 | 6.0 | ? | -1.6 | 0.9 | -5.1
N#C/C(=C\c1cccc([N+](=O)[O-])c1)C(=O)Nc1cccnc1 | 3.5 | i | -1.1 | 3.4 | -3.9 | -0.4 | -1.1 | -6.0 | -10.9
COc1cc(NC(=O)COc2ccccc2C)ccc1NC(=O)c1ccco1 | 7.6 | -0.1 | 0.1 | -1.1 | 17.5 | 0.4 | -0.2 | -3.4 | -0.9
Cc1ccnc(SCCn2c(Br)nc3c2c(=O)[nH]c(=O)n3C)n1 | 9.1 | -5.0 | . | . | 5.0 | 0.2 | -0.9 | -4.3 | -21.0
COCCNc1nnc(SCC(=O)Nc2cc(C)on2)s1 | -3.8 | i | 2.0 | . | 2.3 | -0.7 | 0.8 | 1.0 | -3.0
O=C(CCO)c1ccc(O)cc1 | -3.0 | -0.6 | 0.6 | 0.4 | 1.9 | -0.7 | 12.7 | 1.6 | -4.8
CN1CCN2c3ncccc3Cc3ccccc3[C@@H]2C1 | -5.0 | -0.3 | 2.4 | -6.7 | 0.6 | -0.2 | -1.0 | 4.2 | -2.2
Cc1ccc(C2C(C#N)=C(N)Oc3n[nH]c(-c4cccs4)c32)cc1 (stereo unspecified) | -3.1 | -1.0 | . | -1.3 | 6.4 | 0.8 | -2.5 | 0.3 | 1.7
COc1cc2oc(=O)cc(-c3ccc(-c4ccc(F)c(Cl)c4)cc3)c2c(OC)c1OC | -2.4 | -6.9 | 0.2 | . | -0.7 | 0.0 | 0.3 | -6.5 | -0.5
Cc1nn(C)cc1CNC(=O)c1cccc(F)c1 | -6.9 | -2.1 | 1.1 | -4.0 | 2.1 | 0.0 | -0.6 | 1.1 | -4.2
O=c1[nH]c(=S)[nH]c2nccnc12 | -7.7 | -5.9 | 0.6 | . | 2.8 | -0.7 | 1.7 | -1.2 | -0.8
N#Cc1ccc(NC(=O)Cn2cnc(S(=O)(=O)N3CCCCC3)c2)cc1 | 6.3 | -0.2 | 2.5 | 1.7 | 4.1 | -2.0 | 0.9 | -1.8 | -1.1
CC1(C)Cc2c(sc3c2c(=N)n(Cc2ccco2)c(=O)n3CC(=O)Nc2ccccc2)CO1 | 11.5 | -0.2 | . | -1.8 | 13.5 | -0.3 | 1.2 | -1.3 | 10.0
CN(Cc1nc(-c2ccccn2)no1)S(=O)(=O)c1ccc(Cl)cc1 | -4.5 | -0.2 | . | -2.5 | -9.4 | 3.8 | -1.5 | 0.9 | -11.2
Cc1cccc(C)c1OCC(=O)NC(Cc1c[nH]c2ccccc12)C(=O)O (stereo unspecified) | 4.0 | -0.3 | 0.3 | 3.2 | 7.6 | -0.7 | -1.2 | -1.2 | -5.2
COCCCNC(=O)CN(c1cc([N+](=O)[O-])ccc1OC)S(C)(=O)=O | 4.6 | -0.3 | -0.1 | -1.9 | 3.6 | 0.0 | 1.2 | -0.7 | -11.8
CC1=C(C(=O)OCc2ccccc2)C(c2ccco2)C2=C(CC(C)(C)CC2=O)N1 (stereo unspecified) | -4.5 | -0.1 | . | 3.5 | 22.2 | 0.8 | 1.5 | -0.3 | -5.0
CCCCn1c(N)c(N(CC(C)C)C(=O)COC(=O)C2(c3ccccc3)CC2)c(=O)[nH]c1=O | -3.4 | -0.7 | 1.4 | . | -6.7 | 0.8 | -1.3 | -5.4 | -9.0
CCOc1cc(C(=O)Nn2cnnc2)cc(OCC)c1OCC | -3.2 | -0.2 | 1.0 | 1.1 | -12.6 | -1.6 | 0.8 | -4.5 | -8.4
Cc1ccc2c(c1)C(=O)N1c3cc(C)c(C)cc3NC(=O)C1C(=O)N2 (stereo unspecified) | -0.8 | . | -0.9 | . | . | -0.5 | . | 8.6 | .
O=C(COC(=O)c1ccc(F)c(S(=O)(=O)N2CCOCC2)c1)Nc1ccc(Cl)cn1 | 6.5 | -3.7 | -1.7 | . | -1.1 | 0.7 | . | -2.5 | .

High-throughput results as filed in PubChem BioAssay.
